DRD3 agonist = qHTS of D3 Dopamine Receptor Agonist: qHTS. D(3) dopamine receptor (Homo sapiens), P35462. D3R DiscoveRx beta-arrestin cells, luminescence, 90 min. max activation, %. actives 0.58% (n = 410,000); in the data active = max activation above about 30%; also: 0% is about no effect; mostly tested at two doses, the higher about 12 µM
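Agonist-mode cell screen: cells plated at 1500/well and incubated overnight at 37 °C, then exposed to library compounds for 90 min at 37 °C. Detection reagent was added for 30–60 min at room temperature, and luminescence was read.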
Abeta yeast res = qHTS for compounds that reverse cellular toxicity of Amyloid beta (A-beta) peptide in yeast: Primary Screen | yeast expressing A-beta42, growth rescue, OD600, 48 h; response scale: 0% DMSO, 100% iron-clioquinol control | AID 1347071, 2019 | Potency, µM (highest dose often 46.1 µM), for the others: at the top dose growth rescue, usual class: activators | actives 0.063% (n = 410,000); also: potency is read from the fitted curve at half-maximal effect; nearly all actives have a fitted effect of over 55% in size
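Yeast A-beta toxicity model in growth medium with pinned compounds, 48 h at 30 C; growth read as absorbance at 600 nm. Normalized to FeCl3/clioquinol equimolar mix (positive) and DMSO (negative).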
FUS yeast rescue = qHTS for Suppressors of FUS Proteinopathy: Primary screen using FUS-linked yeast assay; S. cerevisiae FUS-expressing, growth rescue, OD600, 24 h; Potency, µM (series often up to 76.6 µM), without a hit: at the highest dose growth rescue (activation), most hits filed as activators; actives 0.24% (n = 390,000);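 also: potency is read from the fitted curve at half-maximal effect; plate controls were DMSO vehicle for no effect and reference control for full effect; nearly all actives have a fitted effect of over 55% in size; some results filed as inactive show a strong effect at the top dose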
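Galactose (2%) drives FUS expression in yeast precultured in raffinose; seeding density OD 0.005. Test compounds incubated 24hr at 30C and 99% humidity before absorbance at 600 nm was measured.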
TDP43 rescue = qHTS of TDP-43 Inhibitors | Potency, µM (series often up to 46.1 µM), for the others: at the top dose growth rescue (activation), hits mostly activators | TDP-43 expressing yeast growth rescue, BacTiter-Glo, 24 h | actives 1.8% (n = 410,000); also: potency is read from the fitted curve at half-maximal effect; % of control where 0% means no effect; nearly all actives have a fitted effect of over 50% in size
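In this qHTS, compounds that restore growth of yeast expressing TDP-43 appear as activators. Cells (OD600=0.02, galactose medium, raffinose-pregrown) are incubated with compound 24 hr at 30 deg C and growth is quantified by BacTiter-Glo.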
aSyn rescue = qHTS of alpha-syn Inhibitors. Yeast expressing alpha-synuclein, growth rescue, BacTiter-Glo, 24 h. Potency, µM (top dose mostly 46.1 µM), for the others: at the highest dose growth rescue (activation), most hits filed as activators. actives 0.14% (n = 370,000). AID 652106, 2013; also: potency is read from the fitted curve at half-maximal effect; % of control where 0% means no effect; nearly all actives have a fitted effect of over 65% in size
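Screening used galactose-induced yeast with toxic alpha-synuclein levels, exposed to compound for 24 hr at 30 deg C. Cell growth, read with BacTiter-Glo luminescence, gave the measured signal.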
EPAC2 agonist = qHTS for Agonist of cAMP-regulated guanine nucleotide exchange factor 4 (EPAC2): primary screen; AID 720711, 2013; actives 0.079% (n = 360,000); Rap guanine nucleotide exchange factor 4 (Homo sapiens), Q8WZA2; Potency, µM (titrated, usually from 154 µM), for the others: at the highest dose activation, hits mostly activators; EPAC2 activation, biochemical qHTS; response scale: 100% = 6.5 mM cAMP response; also: potency is read from the fitted curve at half-maximal effect; nearly all actives have a fitted effect of over 50% in size
Target sequence (Q8WZA2 whole entry, looked up): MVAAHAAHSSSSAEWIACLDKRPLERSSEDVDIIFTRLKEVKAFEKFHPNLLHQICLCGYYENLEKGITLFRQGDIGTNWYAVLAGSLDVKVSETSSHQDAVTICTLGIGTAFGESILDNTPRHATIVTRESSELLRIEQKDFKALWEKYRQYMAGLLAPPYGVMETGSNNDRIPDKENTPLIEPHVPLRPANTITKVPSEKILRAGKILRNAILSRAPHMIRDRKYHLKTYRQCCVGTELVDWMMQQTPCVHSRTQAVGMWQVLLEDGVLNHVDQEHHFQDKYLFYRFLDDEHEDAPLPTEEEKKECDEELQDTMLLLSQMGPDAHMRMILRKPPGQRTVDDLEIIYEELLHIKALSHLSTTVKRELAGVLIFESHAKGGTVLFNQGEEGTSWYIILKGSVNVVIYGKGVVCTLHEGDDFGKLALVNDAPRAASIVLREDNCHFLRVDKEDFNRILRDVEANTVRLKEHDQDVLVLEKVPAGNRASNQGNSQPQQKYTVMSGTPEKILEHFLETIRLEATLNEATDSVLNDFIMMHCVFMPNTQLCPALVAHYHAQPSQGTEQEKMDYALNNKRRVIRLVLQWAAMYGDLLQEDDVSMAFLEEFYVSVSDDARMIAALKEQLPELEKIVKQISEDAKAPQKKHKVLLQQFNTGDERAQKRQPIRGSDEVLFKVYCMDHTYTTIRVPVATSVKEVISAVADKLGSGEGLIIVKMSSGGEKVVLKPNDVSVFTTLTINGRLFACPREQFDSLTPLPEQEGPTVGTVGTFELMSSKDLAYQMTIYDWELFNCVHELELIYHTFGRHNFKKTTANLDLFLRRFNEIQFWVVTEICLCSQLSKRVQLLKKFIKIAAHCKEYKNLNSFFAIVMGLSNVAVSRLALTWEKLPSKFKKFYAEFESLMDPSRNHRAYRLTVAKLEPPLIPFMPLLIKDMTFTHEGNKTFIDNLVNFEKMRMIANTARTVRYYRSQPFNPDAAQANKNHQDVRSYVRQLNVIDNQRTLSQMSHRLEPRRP
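Setup: EPAC2 100 nM, labeled Rap1B complex 250 nM, free GDP 50 uM. Compound titrations pinned in, brief spin, 5 min room temperature incubation. Kinetic fluorescence read over 30 min, normalized to 6.5 mM cAMP.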
DRD3 antagonist = qHTS of D3 Dopamine Receptor Antagonist: qHTS; max response, negative = inhibition, %; actives 2.5% (n = 360,000); D3R cells, DiscoveRx beta-arrestin luminescence, antagonist mode; stronger effect = lower value; AID 652054, 2013; D(3) dopamine receptor (Homo sapiens), P35462; in the data active = max response below about -50%; inconclusive = no clear call, values can overlap the other calls; also: % is scaled to controls: 0 for no effect and ±100 for the full control effect; mostly tested at two doses, the higher about 12 µM
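Cells plated overnight at 1500 cells/well, then exposed to library compounds with dopamine controls for 90 minutes at 37 degrees C. DiscoveRx reagent added for 30–60 minutes at room temperature; luminescence read, quantitative HTS format.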
EPAC2 antag = qHTS for Antagonist of cAMP-regulated guanine nucleotide exchange factor 2 (EPAC2): primary screen; Rap guanine nucleotide exchange factor 4 (Homo sapiens), Q8WZA2; EPAC2 GEF exchange of Rap1B-BODIPY-GDP, fluorescence; Potency, µM (top dose mostly 114 µM), for the others: at the top dose activity, negative = inhibition, most hits filed as inhibitors; actives 0.18% (n = 360,000); also: potency is read from the fitted curve at half-maximal effect; % is scaled to controls: 0 for no effect and ±100 for the full control effect; nearly all actives have a fitted effect of over 45% in size; many of its hits are not listed in these tables
Numbers without * were called inactive; ? = inconclusive; nt = no result given; & = joins results of further samples; ! = repeats disagree; [ ] = another dose, or the depositor's remark. Unless noted, calls follow the shape of the dose curve; as a rule, active = well fitted curve in the direction sought with a large enough effect; inconclusive = small, poorly fitted or top-dose-only effect, or another doubt; inactive = no such curve, though single readings can be large; an effect the other way counts as inactive or inconclusive. These rows are one share of the data, so the mix of outcomes need not match the whole.

SMILES | DRD3 agonist | Abeta yeast res | FUS yeast rescue | TDP43 rescue | aSyn rescue | EPAC2 agonist | DRD3 antagonist | EPAC2 antag
COc1cc(OC)c2ccc(=O)oc2c1C(CCN1CCCC(C)C1)c1ccc(N(C)C)cc1 (stereo unspecified) | -62 | 3% | -7% | 5% | -14% | 8% | -60* | 4%
CC1CCCN(CCCNC(=O)c2ccc(NC(=O)C3=CSCCO3)cc2)C1 (stereo unspecified) | -13 | nt | 4% | 4% | 2% | 2% | 10 | -6%
Cc1cc(C)cc(-n2c(C)nc3cc(C(=O)O)ccc32)c1 | 1&5 | -2%&9% | 11%&-6% | 13µM*! | -1% | -1% | -8 | 14%
CC(NCC(=O)Nc1cc(Cl)cc(Cl)c1)c1ccccc1 (stereo unspecified) | -18 | -4% | -17% | -4% | -13% | 27% | -25 | -30%
CCSC(=O)N1c2ccc(OC)cc2C=CC1C#N (stereo unspecified) | -5 | 9% | nt | 22µM* | 4% | 9% | -18 | -10%
CC(C)C(=O)Nc1sc2c(c1C#N)CCCCC2 | 3 | 6% | 13% | 13µM* | 8% | -3% | 4 | -2%
C=CCn1c(SCc2nc3sc4c(c3c(=O)[nH]2)CCCC4)nc2ccccc2c1=O | 22 | -5% | nt | 8% | 4% | -2% | 55 | 7%
Cc1ccccc1Cn1c(=N)n(CC(O)c2ccco2)c2ccccc21 (stereo unspecified) | 1 | -11% | 18% | -4% | 0% | -3% | -16 | -1%
O=C1c2nccnc2C(=O)N1Cc1ccccc1 | -14 | -4% | nt | -10% | 13µM* | 0% | 2 | -3%
CCOC(=O)Cc1csc(NC(=O)NC2(C(F)(F)F)Oc3cc(Cl)c(Cl)cc3O2)n1 | 16 | ? | -27% | ? | -1% | -14% | 86 | 10%
O=C(OCn1cncn1)c1ccc(Cl)cc1Cl | 2 | 0% | 14% | 8% | 0% | -5% | 4 | 4%
CC(CN1CCOCC1)OC(=O)c1ccc2c(c1)OCCO2 (stereo unspecified) | -6 | -18% | 16% | 3% | 9% | 5% | 0 | 17%

Compound profiles, from the list above.
Entry for CC1CCCN(CCCNC(=O)c2ccc(NC(=O)C3=CSCCO3)cc2)C1 (stereo unspecified) : DRD3 agonist = -13; Abeta yeast res = nt; FUS yeast rescue = 4%; TDP43 rescue = 4%; aSyn rescue = 2%; EPAC2 agonist = 2%; DRD3 antagonist = 10; EPAC2 antag = -6%
Entry for COc1cc(OC)c2ccc(=O)oc2c1C(CCN1CCCC(C)C1)c1ccc(N(C)C)cc1 (stereo unspecified) : DRD3 agonist = -62; Abeta yeast res = 3%; FUS yeast rescue = -7%; TDP43 rescue = 5%; aSyn rescue = -14%; EPAC2 agonist = 8%; DRD3 antagonist = -60*; EPAC2 antag = 4%

Next entries
SMILES | DRD3 agonist | Abeta yeast res | FUS yeast rescue | TDP43 rescue | aSyn rescue | EPAC2 agonist | DRD3 antagonist | EPAC2 antag
O=[N+]([O-])c1ccc(/C=N/n2c(-c3cccnc3)n[nH]c2=S)cc1 | -15 | 13% | -20% | 18% | -1% | 7% | -56* | -2%
O=C(CCNC(=O)c1ccccc1Cl)Nc1ccccc1N1CCCC1 | 0 | -2% | 11% | -8% | -10% | 6% | 5 | 1%
O=C(COc1ccc(/C=N/NC(=O)c2ccccc2Br)cc1)Nc1ccccc1 | -4 | 3% | 15% | -10%[1.82 µM] | -3% | 7% | -24 | -2%
Cc1ccc(C(=O)COC(=O)c2cc(Cl)ccc2O)cc1[N+](=O)[O-] | -7 | -10% | -8% | 23% | -3% | 11% | -4 | -1%
O=[N+]([O-])c1ccc(/C=N/n2c(COc3ccccc3)n[nH]c2=S)cc1 | -3 | 18% | 19% | -1% | 4% | -9% | -90* | 11%
NC(=O)C1CC(=O)N(Cc2ccc3c(c2)OCO3)C(=Nc2ccccc2)S1 (stereo unspecified) | -3 | -13% | -5% | -20% | 0% | 0% | -15 | 8%
COc1cc(/C=C(\C#N)c2nc3ccccc3n2C)cc(OC)c1OC | -15 | -11% | 6% | 29% | nt | nt | nt | nt
Cc1ccc(C(=O)OCCc2sc[n+](Cc3ccccc3)c2C)cc1 | 5 | -17% | 3% | -19% | -1% | 2% | 38 | 3%
O=C1c2ccccc2C(=O)N1CCn1c(=O)oc2ccccc21 | -26 | -8% | -11% | -16% | -6% | -2% | -18 | -3%
COc1ccc(-c2ccc(NS(=O)(=O)c3cccc(Cl)c3)cc2)nn1 | -2 | -1% | 26% | 11% | nt | nt | nt | nt
CCOC(=O)c1ccccc1NS(=O)(=O)c1ccccc1 | -19 | -45%[inhibitor] | ? | -16% | 1% | 10% | -10 | -18%
O=C(CCNC(=O)c1ccc(Cl)cc1)Nc1c(F)c(F)cc(F)c1F | 0 | 16% | -10% | 7% | 6% | 3% | -1 | 1%
O=C(CCC(=O)N1CCOc2ccccc21)NCCc1ccccc1 | -9 | 9% | -16% | 5% | -7% | 9% | 4 | 0%
COc1ccc(CN2CCC(n3nccc3NC(=O)C3CC3)CC2)c(Cl)c1OC | -4 | 1% | 14% | -22% | 1% | 3% | -4 | 8%
COc1ccc(-c2nc3c(c(=O)[nH]c(=O)n3Cc3ccccc3)n2CCO)cc1 | -23 | 3% | 16% | -3% | 0% | -8% | -1 | -3%
CCOC(=O)c1cccc(NC(=O)CSc2nnc(-c3ccoc3C)n2CCOC)c1 | -1 | 12% | 21% | -4% | 0% | -4% | 24 | -6%
CC(C)Nc1ccc(C(CC(N)=O)NC(=O)Cc2ccc(Br)cc2)cc1[N+](=O)[O-] (stereo unspecified) | -16 | -4% | -6% | 4% | -8% | -2% | -16 | -9%
c1ccc(OCCOc2ccccc2-c2nnco2)cc1 | -3 | -4% | 0% | 0% | -5% | -8% | -4 | 5%
CC(C)CCN1CCN(Cc2cc(F)ccc2-n2cccn2)CC1CCO (stereo unspecified) | -14 | -6% | 1% | 5% | -2% | 10% | -27 | 0%
Cc1nn(Cc2ccccc2Cl)c(Cl)c1/C=C/C(=O)OCC(=O)NC(N)=O | -5 | 26% | -7% | -4% | -3% | 14% | 3 | 5%
CC(C)NC(=S)NC(=O)/C=C/c1cccc2ccccc12 | 5 | -6% | nt | 25% | -6% | 0% | -6 | -4%
COCCn1c(SCC(=O)Nc2ccc(S(=O)(=O)N3CCOCC3)cc2)nc2ccccc21 | -8 | 26% | 25% | 11% | 0% | -4% | -24 | 8%
COc1cc(-c2nc3n(n2)C(c2ccc(F)cc2)C(C(N)=O)=C(C)N3)cc(OC)c1OC (stereo unspecified) | -2 | -15% | 2% | 18%[9.22 µM] | nt | nt | nt | nt
CCCc1cc(=O)n2[nH]c(NCc3ccccc3F)nc2n1 | 7 | 16% | 0% | 10% | -1% | 6% | -17 | -10%
COc1ccccc1NC(=O)N(Cc1ccc2c(c1)OCO2)Cc1nc2ccccc2c(=O)[nH]1 | -8 | 0% | -23% | -2% | -8% | -8% | 7 | 11%
Cc1ccc(-c2noc(CCC(=O)N3CCN(c4cccc(C(F)(F)F)c4)CC3)n2)cc1 | 12 | -14% | 24% | -14% | 5% | 1% | 18 | -3%
O=C(CNC(=O)COc1ccccc1)NCc1cccnc1 | 17 | 0% | 2% | 6% | 1% | -2% | -1 | -5%
O=C(c1cccs1)N1CCCC(N2CCN(c3cccc(C(F)(F)F)c3)CC2)C1 (stereo unspecified) | -14 | 3% | 10% | 13% | 1% | 9% | ? | -1%
COc1ccc(/C=C2\CCCc3c2nc2ccc(C)cc2c3C(=O)O)cc1O | -2 | -7% | 21% | -13% | -1% | 0% | -3 | 3%
Cn1cccc1C(=O)OCc1cc(Cl)cc2c1OCOC2 | -2 | 2% | 38% | ? | 22% | 8% | 21 | -1%
COc1cc(NC(=O)CCc2nnc3ccc(N4CCOCC4)nn23)cc(OC)c1OC | -4 | 0% | -13% | -13% | 4% | 3% | 4 | 3%
Cn1c(=O)c2c(nc(N3CCOCC3)n2Cc2c(F)cccc2Cl)n(C)c1=O | -2 | 15% | 12% | -13% | 10% | 2% | 4 | 14%
COc1ccc(CC(NC(C)=O)C(=O)NC2CCN(C(=O)c3cccc(Cl)c3)CC2)cc1OC (stereo unspecified) | 0 | 7% | 10% | -6% | -4% | 2% | 16 | 1%
COc1ccc(-c2cc(C(=O)NCCc3ccccc3)c3c(-c4ccc(Cl)cc4)[nH]nc3n2)cc1 | 1 | 7% | 8% | 35% | nt | nt | nt | nt
COc1ccccc1C(=O)NCCC(=O)NCCC12CC3CC(CC(C3)C1)C2 | -8 | -4% | 37% | 10% | -4% | -2% | -22 | -2%
N#CC1=C(N)OC2=C(C(=O)CCC2)C12C(=O)N1CCCc3cccc2c31 (stereo unspecified) | 1 | 12%[9.22 µM] | -37% | 5% | 0% | 2% | -7 | -2%
c1cc(-c2ccc(N3CCOCC3)cc2)n2cnnc2c1 | 7 | -7% | -17% | 0% | 6% | 0% | 27 | 10%

Structural class: those above containing a thiophene ring, fused or not.
SMILES | DRD3 agonist | Abeta yeast res | FUS yeast rescue | TDP43 rescue | aSyn rescue | EPAC2 agonist | DRD3 antagonist | EPAC2 antag
CC(C)C(=O)Nc1sc2c(c1C#N)CCCCC2 | 3 | 6% | 13% | 13µM* | 8% | -3% | 4 | -2%
C=CCn1c(SCc2nc3sc4c(c3c(=O)[nH]2)CCCC4)nc2ccccc2c1=O | 22 | -5% | nt | 8% | 4% | -2% | 55 | 7%
O=C(c1cccs1)N1CCCC(N2CCN(c3cccc(C(F)(F)F)c3)CC2)C1 (stereo unspecified) | -14 | 3% | 10% | 13% | 1% | 9% | ? | -1%

Source: PubChem
